Bioassay records: PubChem BioAssay, several laboratories
CF NFkB block – cystic fibrosis NF-kB activation inhibition; KKLEB NF-kB-GFP reporter, PAF-induced, GFP fluorescence overnight; inhibition, % at 5 µM; hit rate 0.86% among 360,000;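 active means at least 50% inhibition at 5 µM, scaled per plate between neutral and stimulator controls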;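 further: PAF is a Pseudomonas aeruginosa culture filtrate used as stimulus; plate controls were PAF-stimulated DMSO wells for no effect and unstimulated DMSO wells for full effect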
SRC1 inh – inhibits human SRC1 coactivator; Q15788; HEK293 GAL4-SRC1 luciferase reporter, luminescence; inhibition, % at 3.6 µM; hit rate 0.12% among 360,000;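 active means inhibition above the campaign mean plus 3 SD, with each screening campaign given its own cutoff, cut at about 60% in these data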;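 further: 0% = DMSO treated cells and 100% = gossypol at 36 µM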
NCOA3 inh – human NCOA3 inhibition | Q9Y6Q9 | HEK293 GAL4-SRC3 luciferase reporter, luminescence | inhibition, % at 3.6 µM | hit rate 0.17% among 360,000;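 active means inhibition above a per-campaign cutoff, the mean of all compounds plus 3 SD, cut at about 60% in these data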;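 further: 0% = DMSO-treated cells and 100% = gossypol-treated cells at 36 µM; higher means less SRC3-driven luciferase light from the GAL4 reporter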
Target sequence (Q9Y6Q9 whole entry, looked up, the tested form may be a part): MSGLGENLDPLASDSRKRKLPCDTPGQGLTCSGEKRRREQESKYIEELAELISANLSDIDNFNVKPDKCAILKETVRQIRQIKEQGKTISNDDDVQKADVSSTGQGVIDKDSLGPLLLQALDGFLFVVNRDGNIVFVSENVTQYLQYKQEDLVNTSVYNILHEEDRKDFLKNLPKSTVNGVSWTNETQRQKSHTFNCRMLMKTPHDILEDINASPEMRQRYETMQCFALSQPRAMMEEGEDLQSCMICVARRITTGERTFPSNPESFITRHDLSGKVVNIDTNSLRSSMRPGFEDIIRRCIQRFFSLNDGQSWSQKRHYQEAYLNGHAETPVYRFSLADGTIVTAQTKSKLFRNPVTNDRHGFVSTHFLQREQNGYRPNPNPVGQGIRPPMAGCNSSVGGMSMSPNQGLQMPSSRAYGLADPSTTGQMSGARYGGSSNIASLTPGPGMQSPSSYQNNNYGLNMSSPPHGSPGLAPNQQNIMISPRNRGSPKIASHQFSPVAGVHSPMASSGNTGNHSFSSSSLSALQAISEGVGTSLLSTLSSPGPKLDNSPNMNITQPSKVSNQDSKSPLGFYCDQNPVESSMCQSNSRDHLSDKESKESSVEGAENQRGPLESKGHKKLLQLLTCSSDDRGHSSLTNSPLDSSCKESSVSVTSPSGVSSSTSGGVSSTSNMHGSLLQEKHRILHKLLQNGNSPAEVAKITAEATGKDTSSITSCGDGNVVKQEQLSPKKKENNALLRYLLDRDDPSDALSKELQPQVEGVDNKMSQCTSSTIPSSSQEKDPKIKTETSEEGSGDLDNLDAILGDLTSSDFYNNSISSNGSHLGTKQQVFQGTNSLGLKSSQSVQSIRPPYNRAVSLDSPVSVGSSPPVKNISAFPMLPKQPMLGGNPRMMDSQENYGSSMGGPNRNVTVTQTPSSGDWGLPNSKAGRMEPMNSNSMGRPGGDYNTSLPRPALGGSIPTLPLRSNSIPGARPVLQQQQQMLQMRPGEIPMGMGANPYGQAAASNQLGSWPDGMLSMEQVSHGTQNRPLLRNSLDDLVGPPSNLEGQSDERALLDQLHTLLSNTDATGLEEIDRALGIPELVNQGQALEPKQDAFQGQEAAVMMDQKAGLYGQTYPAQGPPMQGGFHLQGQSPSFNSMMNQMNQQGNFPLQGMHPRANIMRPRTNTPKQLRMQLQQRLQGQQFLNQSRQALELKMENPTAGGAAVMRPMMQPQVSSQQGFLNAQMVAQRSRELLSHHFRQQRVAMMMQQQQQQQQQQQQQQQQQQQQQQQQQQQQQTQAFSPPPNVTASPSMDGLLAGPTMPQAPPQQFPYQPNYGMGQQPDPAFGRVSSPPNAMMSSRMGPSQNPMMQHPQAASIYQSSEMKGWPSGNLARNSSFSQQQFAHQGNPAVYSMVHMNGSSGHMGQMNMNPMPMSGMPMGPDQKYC
COUP-TFII inh – inhibitors of human COUP-TFII (NR2F2). hit rate 0.7% among 370,000. AID 686940. inhibition, % at 8.6 µM. HEK293T NGFI-A luciferase reporter, luminescence. P24468;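 active means inhibition above a per-plate cutoff, mean inhibition of test wells between control levels plus 3 SD, cut at about 38% in these data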;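 further: cells cotransfected with COUP-TFII expression vector driving the NGFI-A reporter; 0% = median of COUP-TF2 test wells and 100% = reporter-only cells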
TWEAK Fn14 block – inhibitors of TWEAK-Fn14 interaction signaling; TWEAK-stimulated Fn14 reporter cells, luciferase luminescence, 8 h; AID 1159606; inhibition, % at 10 µM; hit rate 2% among 360,000; in the data active means inhibition above about 50%
KKLEB tox – counter-screen for CF NF-kB inhibitors: cytotoxicity; KKLEB CF airway cells viability, ATPlite luminescence, overnight; hits give low values; cells stimulated with P. aeruginosa culture filtrate; activity change (cytotoxicity), % at 5 µM; hit rate 0.36% among 360,000;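 active means corrected activity change at or below -50% at 5 µM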
TROY signal inh – inhibitors of TROY-dependent NF-kB signaling. Q293 LMP1-TROYcd NF-kB luciferase reporter, 4 h. inhibition, % at 10 µM. hit rate 0.98% among 360,000. AID 1347056;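 active means compounds whose plate-normalised and pattern-corrected inhibition of the luciferase reporter signal at the single screening dose is 50% or more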
SRC2 inh – inhibits human steroid receptor coactivator 2; AID 651957; hit rate 0.17% among 370,000; Q15596; inhibition, % at 9 µM; HEK293 GAL4-SRC2 luciferase reporter, luminescence;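 active means inhibition above the mean inhibition of all tested compounds plus 3 SD, set per campaign, cut at about 52% in these data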;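 further: 0% = DMSO treated cells and 100% = cells given Gossypol at 36 µM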
NR5A2 inv ag – suppresses constitutive activity of human LRH-1; HEK293T StAR-luciferase reporter, LRH-1 transfected, 24 h; inhibition, % at 3.6 µM; hit rate 0.13% among 360,000;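 active means inhibition above the mean inhibition of all tested compounds plus 3 SD, cut at about 73% in these data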;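 further: 0% = DMSO wells and 100% = reporter-only cells lacking LRH-1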
EBV LMP1 NFkB – inhibitors of Epstein-Barr LMP1-induced NF-kappaB reporter; LMP1-induced NF-kappaB luciferase reporter cells, luminescence; inhibition, % at 12.5 µM; hit rate 0.69% among 350,000; in the data active means inhibition above about 41%;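 further: 0% = neutral control wells and 100% = reference inhibitor control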
C8 TRAIL sens – sensitizes caspase-8 expressing cells to TRAIL; inhibition (viability loss, TRAIL sensitization), % at 10 µM; AID 624354; hit rate 1% among 360,000; NB7+C8 cells + TRAIL, ATPlite viability luminescence;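 active means compounds causing at least 50% loss of cell viability in the single-dose screen, relative to plate controls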
* = called active by the depositor; · = no result given; & = joins results of further samples.

SMILES	CF NFkB block	SRC1 inh	NCOA3 inh	COUP-TFII inh	TWEAK Fn14 block	KKLEB tox	TROY signal inh	SRC2 inh	NR5A2 inv ag	EBV LMP1 NFkB	C8 TRAIL sens
COc1cc(OC)c(OC)cc1CN1CCN(C(=O)Cc2ccccc2)CC1	-2	-16	-2	18	97*	-12	5	-17	4	4	-11
Cc1ccc(CN2CCN(CC(=O)N3CCC4(CC3)OCCO4)C2=O)cc1	1	-22	10	7	3	3	-5	-14	7	-4	-2
CC12CN3CCN(CC(C3)/C1=N/NC(N)=O)C2	-2	-5	15	0	-26	4	10	8	-2	6	2
C=CCn1c(O)c(C(C)=NCCc2c[nH]c3ccccc23)c(=O)[nH]c1=O	-5	-24	13	0	15	11	12	-2	-15	-11	-21
C=CCNC(=S)Nc1ccc(OC(=O)Nc2ccc(Cl)c(Cl)c2)cc1	8	20	-16	-8	-3	-4	6	-8	0	4	-1
COc1cc(C)c(CNCCc2c[nH]c3ccccc23)cc1C	22	-10	4	1	-3	-9	-9	12	4	2	5
CCCC(C)C(=O)NC1CCSC1=O (stereo unspecified)	29	1	2	-18	-6	-15	3	-29	16	-2	-1
C[C@]12C=CC(=O)C=C1C=C[C@@H]1C2CC[C@]2(C)C(=O)CCC12 (stereo partly specified)	8	9	-17	3	5	0	11	-29	-4	-6	6
Cn1c(O)c(C(=O)c2ccccc2)c(=O)n(C)c1=O	-6	-31	-9	-2	6	-8	4	10	4	-4	-4
COC12c3ccccc3-c3ccccc3C1C(C(=O)O)C2C(=O)O (stereo unspecified)	-33	-19	-1	-15	10	7	9	5	-8	·	-5
CN1CCN(Cc2cc3c(cc2[N+](=O)[O-])OCO3)CC1	-11	-7	-2	28	-11	10	-16	-17	-7	9	-6
Cc1nn(Cc2ccccc2)c(Cl)c1C(=O)O	13	-15	11	2	3	-1	7	-5	9	-10	-7
C[C@]12CC[C@H](O)CC1=CCC1C2CC[C@@]2(C)C1C[C@@H]1CC(=O)O[C@@H]12 (stereo partly specified)	-8	2	-15	10	16	25	2	-20	-20	5	-14
CCOC(=O)C1(c2ccccc2)Oc2ccccc2C(c2ccc(OC)cc2)=C1C(=O)OC (stereo unspecified)	21	1	9	7	-8	9	4	-1	29	-10	7
O=C(O)C1C2c3ccccc3C(O)C1(C(=O)O)c1ccccc12 (stereo unspecified)	25	-9	19	-7	1	-2	5	12	0	-2	14
CC(=O)O[C@H]1C[C@@H]2OC3C=C(C)CCC3(C)[C@@]1(C)[C@@]21CO1 (stereo partly specified)	90*	94*	92*	77*	97*	-19	78*	69*	97*	91*	26
COc1ccc(Cn2c(O)c(/C=N/NC(=O)c3ccccc3O)c(=O)[nH]c2=O)cc1	5	-10	-16	-4	28	-8	-68	-43	-11	19	4
CCN(CC)C(=O)c1ccc(NC(=O)c2cccc(F)c2)cc1	-5	-50	-29	2	-7	-4	-55	-42	-57	-1	12
C#CC(CC)(CC)NC(=O)Nc1ccc(OCC)cc1	5	-8	-22	-11	-14	0	-26	-16	-8	-1	-4
COc1ccc(-n2nnnc2C(c2cccc(OC)c2OC)N2CCC(n3c(=O)[nH]c4ccccc43)CC2)cc1 (stereo unspecified)	84*	39	26	34	44	-23	33	22	18	·	-12
C=CCOC(=O)C1C(C(=O)O)C2(Cl)C(Cl)=C(Cl)C1(Cl)C2(Cl)Cl (stereo unspecified)	12	7	14	-4	25	-11	0	-3	4	9	-14
COC(=O)C1=C(c2ccc(F)cc2OCc2ccccc2)C[C@@H]2CC[C@H]1N2C(=O)NCC1CC1	-31	-3	10	4	-5	-14	-6	-17	-3	3	2
COc1ccc(C(=O)CC2C(=O)N(C)C(=O)N(C)C2=O)cc1	21	-2	-4	-7	7	7	-10	-17	-5	0	-2
O=C(c1cccc([N+](=O)[O-])c1)C12CN3CN(CN(C3)C1)C2	-1	9	8	6	10	-5	3	12	-12	-7	3

Entries shown so far containing a Cl atom, in the order listed:
SMILES	CF NFkB block	SRC1 inh	NCOA3 inh	COUP-TFII inh	TWEAK Fn14 block	KKLEB tox	TROY signal inh	SRC2 inh	NR5A2 inv ag	EBV LMP1 NFkB	C8 TRAIL sens
C=CCNC(=S)Nc1ccc(OC(=O)Nc2ccc(Cl)c(Cl)c2)cc1	8	20	-16	-8	-3	-4	6	-8	0	4	-1
Cc1nn(Cc2ccccc2)c(Cl)c1C(=O)O	13	-15	11	2	3	-1	7	-5	9	-10	-7
C=CCOC(=O)C1C(C(=O)O)C2(Cl)C(Cl)=C(Cl)C1(Cl)C2(Cl)Cl (stereo unspecified)	12	7	14	-4	25	-11	0	-3	4	9	-14

Additional results:
SMILES	CF NFkB block	SRC1 inh	NCOA3 inh	COUP-TFII inh	TWEAK Fn14 block	KKLEB tox	TROY signal inh	SRC2 inh	NR5A2 inv ag	EBV LMP1 NFkB	C8 TRAIL sens
CN(C)P(=NC(=S)c1cccn1C)(N(C)C)N(C)C	6	0	3	-10	21	18	-8	-18	12	-2	1
O=c1[nH]c(=S)n(Cc2ccc(F)cc2)c(O)c1C=NCCCn1ccnc1	18	6	18	20	-22	6	19	-19	-5	3	-8
Cc1cccc(C)c1-n1nnnc1C(CCc1ccccc1)N1CCC2(CC1)C(=O)NCN2c1ccccc1 (stereo unspecified)	11	4	22	7	31	-16	67*	16	-12	·	13
Cc1nc2ccccc2c(=O)n1-c1cccc(C(F)(F)F)c1	-6	-21	-23	0	-16	5	0	2	22	10	1
CCOC(=O)N(C)c1ccc(C(O)(C(=O)OCC)C(F)(F)F)cc1 (stereo unspecified)	-16	3	12	-4	-3	13	21	-15	10	-3	-5
COC(=O)C1=C(c2ccc(F)cc2F)C[C@@H]2CC[C@H]1N2C	12	-5	-1	-1	5	-4	-14	-5	-9	0	2
CCN(CC)C(=O)c1ccc(NC(=O)CSc2nnnn2-c2cc(OC)ccc2OC)cc1	-6	-14	14	20	12	7	13	2	19	0	-2
COc1ccc2c(c1OC)CN1CCc3cc4c(cc3C1C2)OCO4 (stereo unspecified)	-2	-40	0	-14	-8	3	10	-26	22	9	8
Cc1ccc(S(=O)(=O)Nc2cc(C(=O)N3CCC4(CC3)OCCO4)ccc2N2CCCCC2)cc1	16	7	12	7	3	4	-10	-1	11	3	4
CCCCOCCCn1c(N)c(C(=O)OC(C)COC)c2nc3ccccc3nc21 (stereo unspecified)	-10	7	-47	9	9	3	13	-1	35	0	4
O=C(N/N=C/c1c(O)n(CCC2=CCCCC2)c(=O)[nH]c1=O)c1ccccc1	10	-40	-36	-27	-17	0	-26	-28	-49	-2	20
Cc1ccsc1CNCCc1ccccc1F	25	12	0	-6	-3	0	5	-11	-9	-12	6
O=c1[nH]c(=O)n(CCc2ccc(F)cc2)c(O)c1C=NCCCN1CCOCC1	10	-1	6	8	-7	-15	1	-35	4	-3	-8
CCOC(=O)[C@]12Cc3ccsc3[C@H]1N(Cc1ccccc1)C(=O)c1ccccc12	20	1	6	10	5	-10	3	-26	8	1	3
O=c1c2ccccc2nc(-c2ccco2)n1-c1ccccc1	2	-11	8	5	-5	-3	10	-17	17	-4	20
NC(=O)CN1CC(c2ccccc2)CC1=O (stereo unspecified)	-9	-2	15	-13	17	6	13	3	-17	3	22
COc1ccc(CN2Cc3cc(N4CCCCC4)ccc3-n3nncc3C2)cc1	20	-9	9	-9	-13	-6	-12	4	0	·	-24
Cc1cccc(C)c1-n1nnnc1C(CCc1ccccc1)N1CCC(n2c(=O)[nH]c3ccccc32)CC1 (stereo unspecified)	48	32	84*	-22	107*	-18	81*	-5	-9	·	82*
COc1ccc(CN2CCCC(C(=O)c3cccc(Cl)c3)C2)cc1 (stereo unspecified)	5	15	7	10	2	-22	30	6	-11	-1	-11
CC12C=CC(=O)CC1CCC1C2CCC2(C)C(O)C(O)CC12 (stereo unspecified)	8	6	-9	20	26	1	-17	7	-8	4	-22
COC(=O)C1=C(c2ccc(F)cc2OCc2ccccc2)C[C@@H]2CC[C@H]1N2C(=O)NCCNC(C)=O	1	-5	10	-5	-13	-6	-26	-14	-12	3	-8
C=CCn1c(O)c(C(C)=NCc2cccnc2)c(=O)[nH]c1=O	-26	-8	-1	-5	-7	1	4	-17	-3	6	-15
O=C(c1cc(S(=O)(=O)N2CCOCC2)ccc1F)N1CCC2(CC1)OCCO2	12	4	0	4	11	11	15	-10	1	-3	-2
O=C(Nc1cccc2ccccc12)c1nn(C23CC4CC(CC(C4)C2)C3)cc1Br	-3	1	-19	4	-11	5	-5	-24	1	6	-13
CSc1cccc(NP2(=O)OCC(C)([N+](=O)[O-])CO2)c1 (stereo unspecified)	3	4	15	18	25	17	-2	27	-17	62*	-14
Cc1ccc(NC(=O)c2ccc(C)c(S(=O)(=O)N3CCCCC3)c2)nc1	14	-14	-19	0	0	-12	-13	-18	-10	-5	-6
COc1cccc(CNC(=O)CCC(=O)N2C[C@H]3C[C@H](C2)c2cccc(=O)n2C3)c1OC	7	-4	-16	-6	7	-6	-6	-51	-1	-9	-12
COC(=O)C1=C(c2cccc(C#N)c2)C[C@@H]2CC[C@H]1N2C(=O)N1CCCCC1	2	-5	-12	8	-1	-15	2	-10	-25	1	9
Cc1ccc2c(c1)CC1(CN2C)C(=O)NC(=O)N(c2cccc(C)c2C)C1=O (stereo unspecified)	-12	3	2	-13	12	0	15	-7	-4	-15	-16
O=c1[nH]c(=O)n(CC2CCCO2)c(O)c1/C=C1\C=Nc2ccccc21 (stereo unspecified)	-8&-7	-1&-26	0&-27	-2&-3	19&17	5&6	5&-8	-40&8	15&20	-11&-2	-10&9
NP(=O)(OCC(F)(F)F)Oc1ccc(Cl)cc1 (stereo unspecified)	8	10	8	-13	3	-17	2	3	12	-2	0
CNC(=O)Nc1ccc(C(=O)N/N=C\C23CC[C@@H](O)CC2(O)CC[C@@H]2[C@@H]3CCC3(C)C(C4=CC(=O)OC4)CCC23O)cc1 (stereo partly specified)	-5	-15	9	1	4	21	-6	-21	-12	-2	-13
CN1CCC(O)(c2ccc(Cl)cc2)C(C(=O)c2ccc(Cl)cc2)C1 (stereo unspecified)	3	7	11	0	1	-15	7	18	6	3	-4
CC(C)(C)NC(=S)N1CCn2cccc2C1c1cccnc1 (stereo unspecified)	-11	-7	-2	-7	22	0	2	-39	2	1	-10
COC(=O)C1=C(c2ccc(C(C)=O)cc2)C[C@@H]2CC[C@H]1N2C(=O)NCCOc1ccccc1Cl	2	0	-3	-5	-1	17	-14	-2	-10	2	-1
C=CCN(CC=C)C(=O)Nc1ccc(OCC)cc1	12	-9	7	2	-12	0	-14	-4	5	-2	6
Cc1ccc(-c2ccc(=O)n(CCC(=O)N3CCC4(CC3)OCCO4)n2)cc1	-15	-6	-14	1	-39	-10	-32	-24	-12	-10	-4
COc1ccc(-c2nc3ccc(Br)cn3c2CC(=O)N2CCCC2)cc1OC	·	·	·	2	-12	·	-15	-12	-16	·	-9
O=C(NC(=O)c1c(F)cccc1F)Nc1cc(Cl)c(F)c(Cl)c1F	14	0	-13	-3	5	1	-2	-21	-8	-14	-5
CCOC(=O)c1cc(C(O)(C(=O)OC)C(F)(F)F)c(/N=C/N(C)C)o1 (stereo unspecified)	12	2	15	1	-5	-8	-3	-18	9	-10	1

Not all compounds are listed; the hit share may differ from the screen's.
